# TGFb SMAD3 inh – blocks TGF-b signaling; Potency, µM (highest dose often 46.1 µM), for inactives: top-dose activity, negative = inhibition, most hits filed as inhibitors; AID 588855; HepG2 CAGA-GFP TGF-b/SMAD3 reporter, GFP fluorescence, 18 h; TGF-beta stimulated, 500 pg/mL final; 1.2% of 410,000 active; note: potency is the fitted concentration of half-maximal effect; % is set by controls: 0 for no effect and ±100 for the full control effect; nearly all actives have a fitted effect of over 65% in size
#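 Inhibition of TGF-beta-driven CAGA-GFP reporter expression in HEPG2 cells is measured by cellular GFP fluorescence after 18 h stimulation with 500 pg/mL recombinant TGF-beta in 1% FBS medium at 37 degrees C.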
# IL-2 act – IL-2 activation. AID 652025. activation, % (series mostly up to about 46 µM). IL-2 activation reporter assay, cell-based qHTS; stimulated with anti-CD3/CD4/CD28 beads; in transgenic mouse T cells. 0.065% of 360,000 active; in the data active = activation above about 50%; inconclusive = mostly about 30% to 49%; note: 0% is about no effect
#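 Screening format: compound pinned onto unstimulated transgenic mouse T cells, 60 min incubation, then anti-CD3/anti-CD4/anti-CD28 bead stimulation for 18 hours at 37 degrees C, followed by EGFP and DsRed detection.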
# Nrf2 ARE act – Nrf2 pathway activation | AREc32 ARE-luciferase reporter (MCF7-derived line), luminescence, 24 h | Potency, µM (titrated, usually from 46.1 µM), for the others: at the highest dose activation, most hits filed as activators | 0.31% of 410,000 active; note: potency is the fitted concentration of half-maximal effect; % of control where 0% means no effect; nearly all actives have a fitted effect of over 65% in size
#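 Steps: seed AREc32_Fluc cells (1000/well, 5% FBS OPTI-MEM); incubate overnight at 37 deg C; add 23 nL compound; incubate 24 hr; add Steady-Glo; hold 30 min RT; read luminescence.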
# HepG2 tox – counter-screen for TGF-b inhibitors: cytotoxicity in HepG2 cells. Potency, µM (titrated, usually from 46.1 µM), without a hit: at the highest dose activity change, negative = cytotoxicity, most hits filed as cytotoxic. 0.76% of 410,000 active. HepG2 CAGA-GFP viability, ATP luminescence, 18 h; note: potency is the fitted concentration of half-maximal effect; some results filed as inactive show a strong effect at the top dose
#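 HepG2 CAGA-GFP cells (1000/well, DMEM with 1% FBS) received compound, then TGF-beta at 500 pg/mL final, and were incubated 18 hours at 37 degrees C. Viability was read by CellTiter-Glo luminescence. Media-only wells were set as complete cell-killing and DMSO as no toxicity.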
# A549 tox – kills or reduces viability of A549 cells in Nrf2 counter-screen; A549 ARE-Fluc cells, CellTiter-Fluor viability, 18-24 h; Potency, µM (top dose mostly 46 µM), inactives show top-dose activity change, negative = cytotoxicity, actives largely listed as inhibitors; 0.16% of 390,000 active; AID 504648; note: potency is the fitted concentration of half-maximal effect; % is set by controls: 0 for no effect and ±100 for the full control effect
#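 A549 ARE_Fluc cells in 5% FBS OPTI-MEM were exposed to compounds in concentration-response for 18-24 h at 37 deg C. Viability was read by CellTiter-Fluor fluorescence (Ex 405/Em 525) after 30 min, before the luciferase read.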
# S2 tox – cell viability loss in ATXN counter-screen; S2 cells (HEK-293 line with an ATXN2-luciferase reporter) viability, CellTiter-Fluor protease fluorescence, 24 h; Potency, µM (series often up to 56.7 µM), actives largely listed as cytotoxic; 0.49% of 400,000 active; AID 651635; note: potency is the fitted concentration of half-maximal effect; nearly all actives have a fitted effect of over 40% in size
# ATXN2 expr inh – ATXN2 expression inhibition | HEK-293 ATXN2-luciferase reporter, luminescence, 24 h | Potency, µM (series often up to 57 µM), for inactives: top-dose activity change, negative = inhibition, most hits filed as inhibitors | 0.72% of 360,000 active | AID 1745845; note: potency is the fitted concentration of half-maximal effect; % is set by controls: 0 for no effect and ±100 for the full control effect; nearly all actives have a fitted effect of over 55% in size
#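 qHTS (up to 57 uM final) was run with 24 h compound exposure of reporter cells at 37 °C. Each well was multiplexed: SteadyGlo luminescence measured ATXN2-luciferase expression after a fluorogenic Gly-Phe-AFC viability readout (25 uM final).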
# Nrf2 block – blocks Nrf2 signaling | A549 ARE-Fluc reporter, luciferase luminescence, 18-24 h | 2.1% of 360,000 active | AID 504444 | Potency, µM (series often up to 46 µM), for the others: at the top dose activity change, negative = inhibition, actives largely listed as inhibitors; note: potency is the fitted concentration of half-maximal effect; % is set by controls: 0 for no effect and ±100 for the full control effect; nearly all actives have a fitted effect of over 60% in size
#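 Nrf2 function is reported as luminescence of an ARE-controlled luciferase in A549 cells. Compounds were tested at several concentrations, and a CellTiter-Fluor read on the same wells flagged cytotoxicity.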
# EPAC2 agonist – EPAC2 (human) agonism. Q8WZA2. EPAC2 activation, biochemical qHTS; response scale: 100% = 6.5 mM cAMP response. Potency, µM (titrated, usually from 154 µM), for the others: at the top dose activation, hits mostly activators. 0.079% of 360,000 active; note: potency is the fitted concentration of half-maximal effect; nearly all actives have a fitted effect of over 50% in size
# Target sequence (Q8WZA2 whole entry, looked up): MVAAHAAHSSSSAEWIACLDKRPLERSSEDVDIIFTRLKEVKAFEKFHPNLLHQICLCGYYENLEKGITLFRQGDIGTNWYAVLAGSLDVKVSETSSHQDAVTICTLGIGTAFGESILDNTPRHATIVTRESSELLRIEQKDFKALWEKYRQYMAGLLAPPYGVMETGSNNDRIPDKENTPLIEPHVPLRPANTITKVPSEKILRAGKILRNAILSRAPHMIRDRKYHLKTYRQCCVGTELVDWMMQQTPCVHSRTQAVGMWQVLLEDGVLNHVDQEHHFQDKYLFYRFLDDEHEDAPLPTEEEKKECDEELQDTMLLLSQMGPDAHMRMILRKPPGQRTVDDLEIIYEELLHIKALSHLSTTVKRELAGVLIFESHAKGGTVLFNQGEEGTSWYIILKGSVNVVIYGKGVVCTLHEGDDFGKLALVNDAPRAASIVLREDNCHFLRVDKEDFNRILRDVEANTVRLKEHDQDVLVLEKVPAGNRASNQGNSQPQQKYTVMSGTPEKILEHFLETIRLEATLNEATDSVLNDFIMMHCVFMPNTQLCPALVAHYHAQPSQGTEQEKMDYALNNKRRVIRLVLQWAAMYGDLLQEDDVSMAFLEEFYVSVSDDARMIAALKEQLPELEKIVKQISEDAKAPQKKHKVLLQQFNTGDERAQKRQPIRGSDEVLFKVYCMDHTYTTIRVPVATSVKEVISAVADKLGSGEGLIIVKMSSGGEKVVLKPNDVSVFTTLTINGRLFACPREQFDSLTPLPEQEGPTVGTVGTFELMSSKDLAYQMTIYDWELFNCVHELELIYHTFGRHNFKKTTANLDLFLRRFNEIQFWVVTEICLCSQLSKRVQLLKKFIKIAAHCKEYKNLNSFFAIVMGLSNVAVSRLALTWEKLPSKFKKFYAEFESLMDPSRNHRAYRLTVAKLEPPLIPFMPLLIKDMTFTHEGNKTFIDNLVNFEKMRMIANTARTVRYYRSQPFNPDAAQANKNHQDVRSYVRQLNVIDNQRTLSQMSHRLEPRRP
#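 Compounds were added across a concentration range to EPAC2 (100 nM), RAP1B-BODIPY-GDP (250 nM) and GDP (50 uM). After 5 min at room temperature, fluorescence was recorded at 5-min intervals for 30 min.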
# An asterisk follows results filed as active; i = inactive; ? = inconclusive; nt = not tested or not shown; & = joins results of further samples; [ ] = remark or other dose. Unless noted, calls come from the whole dose curve; as a rule, active = well fitted curve in the direction sought with a large enough effect; inconclusive = small, poorly fitted or top-dose-only effect, or another doubt; inactive = no such curve, though single readings can be large; an effect the other way counts as inactive or inconclusive. Compounds as they come (roughly 4.3% active in at least one column).
SMILES,TGFb SMAD3 inh,IL-2 act,Nrf2 ARE act,HepG2 tox,A549 tox,S2 tox,ATXN2 expr inh,Nrf2 block,EPAC2 agonist
Cc1ccc(CNC(=O)CN2C(=O)CCc3cc(S(=O)(=O)N4CCCCC4)ccc32)cc1,-10%,nt,5.1%,-5%,-3%,i,-38%,nt,nt
CCc1nnc(NC(=O)CCC(=O)NCCc2ccc(OC)c(OC)c2)s1,-12%,-2.9,0.2%,-6%,0%,i,0%,-22%,6%
O=C(CNC(=O)c1ccccc1)OCC(=O)c1cccs1,3%,1.0,0.2%,-12%,-27%,i,-7%,?,5%
O=C(C[n+]1ccc(C(=O)N/N=C/c2ccc(Cl)cc2Cl)cc1)c1ccccc1,-7%,-3.2,2.2%,1%,-1%,i,6%,-7%,-2%
O=C(C1CCCN(S(=O)(=O)c2ccc(Br)s2)C1)N1CCN(c2ccccc2)CC1 (configuration not stated),?,-4.0,-0.4%&6.1%,-6%&-23%,-16%&-10%,?,-39%&0%,16µM*,9%
CCCC(C(=O)NCc1ccco1)N(C(=O)CNS(=O)(=O)c1ccc(Cl)cc1)C1CCCC1 (configuration not stated),?,-2.1,-0.4%,1%,-12%,?,-6%,nt,-1%
COC(=O)c1cc2c(ccn2-c2ccc(F)cc2)n1Cc1ccc(OC(C)=O)cc1,?,1.1,4.7%,-110%,-4%,?,5%,-5%,3%
Cc1ccc(C2OC34CCCCCC3C(C#N)(C(=N)O4)C2(C#N)C#N)cc1 (configuration not stated),0%,-6.2,4.8%,27%,-5%,nt,-14%,-23%,1%
CCCN1CCCc2cc(CN(CCCN3CCOCC3)C(=O)Nc3ccc(CC)cc3)ccc21,?,nt,12%,-69%,?,?,?,nt,nt
C/C=C(\C)C(=O)N1CC2(CC(c3cccc(NC(=O)CCCCC)c3)=NO2)C[C@@H]1C(N)=O (some centres not stated),?,-0.2,-0.9%,1%,9%,i,3%,4%,10%
CCC(C)NC(=O)c1ccc(C2SCC(=O)N2Cc2ccccc2)cc1 (configuration not stated),-1%,-0.6,1.8%,1%,7%,i,-20%,-27%,14%
c1cncc(-c2nc(-c3ccco3)cs2)c1,-8%,-0.2,?,0%,-2%,i,29%,25%,9%
COCCN(C(=O)CSc1nc2nc(C)cc(C)n2n1)c1c(N)n(Cc2ccccc2)c(=O)[nH]c1=O,16%,-0.3,0.2%,0%,6%,i,-12%,11%,1%
Cc1c(C(=O)N2CCOCC2)sc(NC(=O)C(C)C)c1C#N,15%,0.6,-0.4%,-36%,0%,i,3%,-17%,4%
N#CCSCC(=O)Nc1ccc(Cl)cc1,-6%,-0.8,3.0%,8%,14%,i,-4%,7%,0%
O=C(Cn1nnc(-c2ccccc2)n1)c1ccccc1,?,-1.3,3.3%,4%,1%,i,45%[activator],25%,11%
COc1ccc(-c2nnc(C(C)Nc3cccc(C(=O)NC4CC4)c3)o2)cc1 (configuration not stated),-15%,0.0,3.3%,9%,-2%,i,6%,1%,-9%
O=C(NCC(=O)N(c1cccc(F)c1)C(C(=O)NC1CCCC1)c1ccncc1)c1cccs1 (configuration not stated),-7%,-0.1,1.8%,-36%,-8%,i,-9%,-8%,10%
COc1ccc(CN(C)C(=O)C2CSC3(C)CCC(=O)N23)cc1OC (configuration not stated),7%,-0.2,-0.8%,26%,0%,i,nt,3%,14%
COC(=O)c1ccc(NC(=O)c2cccc(N3C(=O)CCC3=O)c2)cc1,0%,-2.3,-0.4%,5%,-8%,i,4%,4%,8%
CCOC(=O)CC(=O)CSc1nc(CC)c(C)cc1C#N,19%,-4.3,2.2%,20%,1%,?,-28%,-11%,23%
Cc1cnc(C(=O)OCC(=O)Nc2ccc(C)c(S(=O)(=O)N3CCCCC3)c2)cn1,1%,0.5,0.1%,-3%,2%,i,1%,-1%,0%
CC1(C)CC(=O)C(C(C2=C(O)CC(C)(C)CC2=O)c2ccc(Br)s2)C(=O)C1 (configuration not stated),10µM*,-2.2,8.5%,-3%,0%,?,?,2%,-3%
COC(=O)c1c(C)oc2c1cc(NS(=O)(=O)c1ccc(C(=O)O)cc1)c1ccccc12,1%,-1.9,4.5%,-19%,-3%,i,-13%,7%,12%
O=C(NCc1c[nH]c2ccccc12)c1ccccc1,-11%,-0.5,0.5%,1%,-12%,i,21%,?,9%

# Some of these compounds in order of length of the SMILES, low to high:
SMILES,TGFb SMAD3 inh,IL-2 act,Nrf2 ARE act,HepG2 tox,A549 tox,S2 tox,ATXN2 expr inh,Nrf2 block,EPAC2 agonist
N#CCSCC(=O)Nc1ccc(Cl)cc1,-6%,-0.8,3.0%,8%,14%,i,-4%,7%,0%
COC(=O)c1cc2c(ccn2-c2ccc(F)cc2)n1Cc1ccc(OC(C)=O)cc1,?,1.1,4.7%,-110%,-4%,?,5%,-5%,3%
Cc1cnc(C(=O)OCC(=O)Nc2ccc(C)c(S(=O)(=O)N3CCCCC3)c2)cn1,1%,0.5,0.1%,-3%,2%,i,1%,-1%,0%
CC1(C)CC(=O)C(C(C2=C(O)CC(C)(C)CC2=O)c2ccc(Br)s2)C(=O)C1 (configuration not stated),10µM*,-2.2,8.5%,-3%,0%,?,?,2%,-3%
C/C=C(\C)C(=O)N1CC2(CC(c3cccc(NC(=O)CCCCC)c3)=NO2)C[C@@H]1C(N)=O (some centres not stated),?,-0.2,-0.9%,1%,9%,i,3%,4%,10%

# Additional structures.
SMILES,TGFb SMAD3 inh,IL-2 act,Nrf2 ARE act,HepG2 tox,A549 tox,S2 tox,ATXN2 expr inh,Nrf2 block,EPAC2 agonist
CCC(C)[C@H](N)c1nnc(SCc2cccc(F)c2)o1 (some centres not stated),0%,-1.1,0.3%,3%,-4%,i,3%,nt,0%
O=C(NCCc1nc2ccccc2n1CCCOc1ccc2ccccc2c1)C1CCCCC1,4%,nt,nt,0%,-1%,nt,nt,0%,nt
COc1ccccc1N(C)S(=O)(=O)c1ccc(C(=O)Nc2cc(OC)c(OC)c(OC)c2)cc1,5%,-0.2,0.2%,-1%,-10%,?,-30%,?,7%
N#Cc1c(NC(=O)c2ccccc2)sc2c1CCC2,0%,-0.7,4.3%,-22%,-23%,i,25%,8%,4%
CCc1ccc(NC(=O)CCNS(=O)(=O)c2ccc3c(c2)oc(=O)n3C)cc1,-2%,nt,0.7%,-2%,4%,i,7%,4%,nt
O=C(Nc1ccccc1OC(F)F)c1ccc(-n2cncn2)c([N+](=O)[O-])c1,2%,-0.5,0.2%,17%,-1%,i,2%,1%,3%
CN(C)CCNC(=O)Cc1ccc(NC(=O)N2CCCCc3ccccc32)cc1,-23%,nt,-0.8%,-6%,-1%,i,0%,?,nt
COc1cc(NC(=O)c2cc3sccc3n2C)cc(OC)c1,26%,2.7,6.8%,-1%,0%,i,65%[activator],nt,3%
O=C(c1ccc2c(c1)N(Cc1c(F)cccc1Cl)C(=O)c1ccccc1S2)N1CCCC1,?,nt,3.6%,-27%,?,i,?,10µM*,nt
Cc1ccccc1NC(=O)CSc1nc(N2CCCCC2)nc(N2CCCCC2)n1,-12%,-2.6,-0.5%,2%,-5%,i,11%,3%,-7%
CCc1nc(-c2ccc(OC)c(OC)c2)cc2cc(OC)c(OC)cc12,-1%,-2.2,-0.2%,5%,6%,i,-25%,2%,-1%
COc1cc2c(cc1OC)C(c1cc3cc4c(cc3[nH]c1=O)OCO4)N(C(=O)C(C)C)CC2 (configuration not stated),-1%,0.4,-0.4%,-2%,0%,?,?,0%,-7%
CCCN(CCC)CCNC(=O)C1c2ccccc2C(=O)N2CCc3ccccc3C12 (configuration not stated),?,-0.6,-0.7%,-46%,-6%,i,nt,1%,3%
CCn1c(NC(=O)c2cccs2)nc2ccccc21,-20%,-1.0,?,-14%,-14%,i,17%,?,-6%
Cc1cc(=O)nc2c3ccccc3n(CC(=O)NCCC3=CCCCC3)n12,5%,-4.3,0.1%,1%,0%,i,17%,?,-1%
COc1cc(C)ccc1OCc1cc(C(=O)N2CCCCCC2)no1,3%,-2.2,5.4%,-1%,1%,i,26%,17%,-1%
Cc1ccc(C(=O)NCC(c2ccc3c(c2)OCO3)N2CCN(C)CC2)cc1C (configuration not stated),-34%,nt,0.5%,-20%,16%,?,-16%,nt,nt
O=C(CN1CCN(S(=O)(=O)c2ccc(Br)cc2)CC1)Nc1ccc(F)cc1,?,-0.1,5.8%,1%,4%,i,3%,nt,2%
O=C(NCC(c1ccco1)N1CCc2ccccc21)C(=O)Nc1ccccc1F (configuration not stated),?,-4.0,-0.7%,-17%,-8%,i,-12%,4%,10%
Cc1nn(-c2ccc(N3CCCC3)nn2)c(C)c1CCC(=O)Nc1ccc(F)c(Cl)c1,?,nt,8.0%,-28%,-14%,nt,nt,?,nt
COc1cc(C(=O)COC(=O)C2CC2(Cl)Cl)cc(OC)c1OC (configuration not stated),6%,-0.6,0.0%,-34%,-1%,i,-7%,4%,11%
CCCCOC(=O)Nc1nnc(Cc2ccc(Cl)cc2)s1,11%,0.5,-1.2%,-1%,9%,i,-26%,-4%,-1%
CC(OC(=O)c1cccs1)C(=O)NCc1cccs1 (configuration not stated),5%,0.6,0.5%,5%,-2%,i,-9%,-6%,-5%
CCCCNc1ccc(C(CC(N)=O)NC(=O)c2cc(C)cc(C)c2)cc1[N+](=O)[O-] (configuration not stated),6%,-0.2,-1.1%,-18%,-5%,i,10%,28%,-2%
CCn1nnnc1SCCSc1nnnn1CC,-2%,-2.1,-0.5%,-3%,-6%,i,0%,0%,-2%
COc1ccccc1CNC(=O)CSc1nc2nc(C)cc(C)n2n1,2%,-2.9,0.0%,-8%,19%,i,15%,nt,-4%
CCc1nc2cc(Cl)c(Cl)cc2nc1CC,19%,-0.2,-1.2%,29%,7%,i,1%,9%,9%
Cc1nn(Cc2ccccc2)c(C)c1NC(=O)Cn1nc([N+](=O)[O-])c(Cl)c1C,3%,0.1,-0.6%,4%,18%,i,3%,-7%,6%

# Assay outcomes deposited in PubChem by National Center for Advancing Translational Sciences (NCATS).
